PMI inhibitors – MPI enzyme activity inhibition – biochemical, fluorescence intensity, coupled assay, primary screen (AID 1209). purified PMI enzyme, coupled fluorescence intensity; higher % means a stronger effect. one-dose inhibition, % at 20 µM; IC50 in µM for titrated hits. 190,000 compounds, 0.42% hits;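 note: plate controls were DMSO vehicle for no effect and wells lacking substrate for full effect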
Myeloid diff 2 – compounds promoting myeloid differentiation; AID 624256; ER-HoxA9 myeloid progenitors, lysozyme-GFP differentiation, flow cytometry; 360,000 compounds, 1% hits; calls only at 10 µM;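 active = normalized GFP-positive differentiation at or above the plate's own cutoff, the solvent-only control mean plus 3 SD; inconclusive = no clear call, values can overlap the other calls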;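 note: cells exposed to compound for four days before flow analysis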
P. falciparum M1AAP – P. falciparum M1AAP inhibitors, biochemical, fluorogenic H-Leu-NHMec substrate, 1536-well (AID 1445). recombinant M1AAP, H-Leu-NHMec fluorogenic kinetic assay; higher % means a stronger effect. one-dose inhibition, % at 30 µM; IC50 in µM for titrated hits. 220,000 compounds, 0.42% hits;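 active = primary inhibition above the hit cutoff, then over 50% inhibition at one or more dose response concentrations, cut at about 23% in these data, passing the limit was not always enough; inconclusive = conflicting primary data, or primary hits not chosen for dose response; inactive = low primary inhibition, or under 50% at every dose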;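 note: plate controls were DMSO full reaction for no effect and no enzyme background for full effect; strong numbers were not always called active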
P. falciparum M17LAP – P. falciparum M17LAP inhibitors, primary screen, biochemical, fluorogenic H-Leu-NHMec substrate, 1536-well (AID 1619); 220,000 compounds, 0.38% hits; recombinant M17LAP, H-Leu-NHMec fluorogenic kinetic assay; higher % means a stronger effect; inhibition, % at 30 µM; hits with a dose series show IC50 in µM;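 active = compound inhibiting the enzyme by more than half at any dose during confirmatory dose-response retesting; inconclusive = strong single-dose inhibitors picked by rank but not retested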;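 note: plate controls were full reaction with DMSO carrier for no effect and no enzyme background for full effect; strong numbers were not always called active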
LYP inhibition – PTPN22 lymphoid phosphatase activity blockers – biochemical, fluorescence intensity, uHTS (AID 1779); recombinant LYP phosphatase, fluorescence intensity; higher % means a stronger effect; one-dose inhibition, % at 11.5 µM; IC50 in µM for titrated hits; 290,000 compounds, 0.054% hits;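 note: plate controls were vehicle with enzyme for no effect and no enzyme for full effect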
TNAP activation fold – stimulation of alkaline phosphatase TNAP activity – biochemical, luminescent, no phosphate acceptor, uHTS, primary screen (AID 1001); one-dose activation fold at 20 µM; EC50 in µM for titrated hits; purified TNAP, luminescent activation assay, no phosphate acceptor; higher activation fold means a stronger effect; 200,000 compounds, 0.03% hits; in the data active = activation fold from about 3, or a potency from the dose series; inactive = the rest, 99 in 100 with activation fold below about 1.6; note: many of its hits are not listed in these tables
XIAP antagonists – XIAP antagonists, biochemical, IAP family, fluorescence polarization (AID 1018). XIAP BIR domain, fluorescence polarization peptide displacement; higher % means a stronger effect. displacement, % at 20 µM, or IC50 in µM where a hit was titrated. 200,000 compounds, 0.007% hits; in the data active = displacement above about 50%; note: a part of the inactive calls stands beside numbers as strong as those of hits
PMI inhibition – MPI inhibition at elevated mannose 6-phosphate – biochemical, fluorescence intensity, high mannose 6-phosphate, primary screen (AID 1220) | 190,000 compounds, 0.66% hits | recombinant PMI enzyme, coupled fluorescence intensity; higher % means a stronger effect | inhibition, % at 20 µM; hits with a dose series show IC50 in µM
CSM14.1 death rescue – rescue of cells from ER stress-induced death, primary screen, 384-well, CSM14.1, thapsigargin, ATP luminescence (AID 1222); CSM14.1 thapsigargin-induced death rescue, ATP luminescence; higher % means a stronger effect; one-dose cellular ATP content (survival), % at 20 µM; EC50 in µM for titrated hits; 190,000 tested, under 10 active;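 active = EC50 below 50 µM in the dose-response confirmation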;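 note: death triggered by thapsigargin at about 15 µM added after 2 h compound pretreatment; cell ATP read after overnight thapsigargin exposure of roughly 18 to 22 hours; normalized against plate controls of thapsigargin alone and 5% DMSO vehicle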
Myeloid diff 2 GFP+ MAC1+ % – also measured in Myeloid diff 2; calls as there; GFP+ MAC1+ double positive, %; measured here: differentiation confirmed by MAC1 staining
Active calls of the source: *; i = inactive; u = inconclusive; x = not tested or not shown. Cut-off read from the data, not from the text of the source, unless noted: active = inhibition above about 50%; inactive = the rest.

SMILES | PMI inhibitors | Myeloid diff 2 | Myeloid diff 2 GFP+ MAC1+ % | P. falciparum M1AAP | P. falciparum M17LAP | LYP inhibition | TNAP activation fold | XIAP antagonists | PMI inhibition | CSM14.1 death rescue
C=C1CCN([C@H](C(=O)NCc2ccc(OC)cc2)C(C)C)S(=O)(=O)c2ccccc21 | x | i | 1.7 | 6.3% | 1.4% | -9.4% | x | x | x | x
CN(C)S(=O)(=O)Nc1ccc(Oc2ccccc2)cc1 | 5.8% | i | 0.8 | 0.3% | -3.4% | -2.9% | 1.1 | -3.4% | 1.2% | -1.4%
CCn1c(COc2ccccc2C(N)=O)nc2ccccc21 | -4.3% | i | 0.7 | -1.8% | 0.3% | -4.8% | 1.1 | -3.9% | -8.5% | -1.8%
CN(CCCNS(=O)(=O)c1cccc2cccnc12)Cc1ccccc1 | 1.9% | i | 4.0 | 1.8% | -5.0% | -6.3% | 1.1 | -5.0% | -5.7% | -0.9%
CCOC(=O)c1sc(NC(=O)CSc2nnnn2-c2ccccc2)nc1C | 3.1% | i | 1.1 | 4.9% | 1.9% | -5.9% | 1.1 | -3.1% | 2.9% | 1.7%
CC(=O)c1c(Nc2ccccc2)sc(C(=O)c2ccccc2)c1C | 6.2% | i | 0.1 | -2.8% | 0.1% | 6.0% | 1 | -1.6% | 21.9% | 0.7%
O=C1NC2(CCN(Cc3ccccc3)CC2)Oc2ccccc21 | -2.0% | i | 0.4 | -3.3% | -4.0% | -2.1% | 1.1 | -10.9% | 7.6% | -2.7%
c1ccc(C(c2nnnn2C2CCCCC2)N2CCc3ccccc3C2)nc1 (stereo not drawn) | -44.5% | i | 2.0 | 14.7% | -31.3% | -10.0% | 1.1 | -2.1% | -16.2% | -0.9%
CC(=O)Nc1ccc2c(CN3C(=O)NC(C)(c4ccc(C)cc4)C3=O)cc(=O)oc2c1 (stereo not drawn) | 5.4% | i | 0.3 | 11.7% | -55.7% | -20.8% | 1.1 | -9.1% | 2.6% | 0.0%
COc1ccc(C2CC(=O)N3CN(c4ccc(C)c(Cl)c4)CSC3=C2C#N)cc1 (stereo not drawn) | -2.8% | i | 2.0 | 8.2% | 22.9% | 2.7% | 1 | 1.3% | 19.1% | -1.3%
NC(=O)/C=C\C(=O)Nc1cccc(C(F)(F)F)c1 | 12.4% | i | 7.9 | -2.9% | 4.9% | 0.6% | 1 | -4.1% | 6.9% | -0.8%
CC(=O)C1=C(O)C(=O)N(c2cccc(C(=O)O)c2)C1c1ccccc1F (stereo not drawn) | -4.5% | i | 0.1 | 2.5% | 12.5% | -0.2% | 1.1 | -3.4% | -8.5% | -2.4%
COc1ccc(-n2ncc(Cl)c(Cl)c2=O)cc1 | -3.3% | u | x | 0.0% | -4.2% | -1.3% | 1.1 | -9.4% | 4.4% | -3.7%
CCN1C/C(=C/c2cccc([N+](=O)[O-])c2)C(=O)/C(=C/c2cccc([N+](=O)[O-])c2)C1 | -20.7% | u | x | 9.1% | 2.9% | 9.8% | 1.1 | 0.3% | -32.2% | -0.5%
CN(C)c1ccc(NC(=S)NC(=O)/C=C/c2ccc(Cl)cc2)cc1 | 13.1% | i | 0.9 | 1.4% | -9.8% | 1.7% | 1.1 | -2.1% | 14.8% | -2.1%

Structures above that contain a Cl atom, in the order listed:
SMILES | PMI inhibitors | Myeloid diff 2 | Myeloid diff 2 GFP+ MAC1+ % | P. falciparum M1AAP | P. falciparum M17LAP | LYP inhibition | TNAP activation fold | XIAP antagonists | PMI inhibition | CSM14.1 death rescue
COc1ccc(C2CC(=O)N3CN(c4ccc(C)c(Cl)c4)CSC3=C2C#N)cc1 (stereo not drawn) | -2.8% | i | 2.0 | 8.2% | 22.9% | 2.7% | 1 | 1.3% | 19.1% | -1.3%
COc1ccc(-n2ncc(Cl)c(Cl)c2=O)cc1 | -3.3% | u | x | 0.0% | -4.2% | -1.3% | 1.1 | -9.4% | 4.4% | -3.7%
CN(C)c1ccc(NC(=S)NC(=O)/C=C/c2ccc(Cl)cc2)cc1 | 13.1% | i | 0.9 | 1.4% | -9.8% | 1.7% | 1.1 | -2.1% | 14.8% | -2.1%

Further results follow.
SMILES | PMI inhibitors | Myeloid diff 2 | Myeloid diff 2 GFP+ MAC1+ % | P. falciparum M1AAP | P. falciparum M17LAP | LYP inhibition | TNAP activation fold | XIAP antagonists | PMI inhibition | CSM14.1 death rescue
Cc1sc2ccccc2[n+]1CCC(C)S(=O)(=O)[O-] (stereo not drawn) | 2.6% | i | 1.6 | 9.3% | -97.1% | -6.0% | 1 | -7.1% | -0.4% | -0.1%
NC(=O)Cc1ccc(C(=O)c2ccccc2)s1 | -2.8% | i | 0.3 | 7.2% | 9.1% | 3.8% | 1 | 0.1% | 0.6% | -1.0%
CCOC(=O)c1cc(NC(=O)Nc2ccccn2)c(C)nc1C | 0.2% | i | 0.1 | 0.2% | 1.1% | -4.4% | 1 | -5.8% | -3.5% | 0.5%
O=C(N/N=C/C=C/c1ccco1)c1ccncc1 | x | i | 1.0 | 11.3% | 3.6% | 0.5% | x | x | x | x
Cn1c(=O)[nH]c(=O)c2c1nc(N1CCCCC1)n2CCCSc1nnnn1-c1ccccc1 | 18.8% | i | 1.2 | 2.5% | -0.7% | 1.9% | 1.2 | -18.4% | 4.2% | 0.8%
C=CCNC(=S)N/N=C/c1ccc(C(F)(F)F)cc1 | 8.2% | i | 1.4 | 4.8% | 1.3% | 4.8% | 1.1 | -2.6% | 0.4% | x
Cc1ccc(-n2c(SCC(N)=O)nc3c([nH]c4ccccc43)c2=O)cc1 | 7.0% | i | 1.8 | 3.8% | -3.2% | 2.2% | 1.1 | -4.7% | 6.9% | -2.9%
O=C1NC[C@H](Cc2ccccc2)N(CC2CCCCC2)C1=O | x | i | 1.1 | 8.0% | -1.3% | -8.5% | x | x | x | x
Cc1cccc(N2C(=O)CC(Sc3ccccc3C(=O)O)C2=O)c1 (stereo not drawn) | -0.8% | i | 1.1 | 7.1% | -2.8% | -2.4% | 1 | 1.7% | -13.1% | -0.4%
Cc1ccc(C2(COC(=O)C(C)C)CO2)c(OC(=O)C(C)C)c1 (stereo not drawn) | x | i | 1.1 | 17.6% | 8.9% | 0.2% | x | x | x | x
OCCC1CN(Cc2cnc(-c3ccccc3)s2)CCN1CCc1ccccc1 (stereo not drawn) | 11.7% | i | 0.4 | 1.5% | 5.8% | -5.7% | 1 | -3.2% | 14.8% | -1.1%
CCOC(=O)C1C2C=CC3(CN(c4cccc(Cl)c4)C(=O)C13)O2 (stereo not drawn) | -5.5% | i | 2.5 | 17.9% | 14.6% | 7.2% | 0.7 | -5.3% | -3.6% | -0.6%
Cc1ccc(C(=O)O/N=C(\N)c2cccc([N+](=O)[O-])c2)cc1 | 4.3% | i | 3.5 | 2.9% | -9.0% | -2.3% | 1 | -7.0% | 0.9% | -3.9%
COc1ccc(C2CC(C(F)(F)F)n3nc(C(=O)O)cc3N2)cc1OC (stereo not drawn) | 1.6% | i | 0.5 | 8.8% | -1.7% | -4.9% | 1 | -1.6% | 6.1% | 0.5%
Cn1nccc1/C=C(/C#N)S(=O)(=O)c1ccccc1 | -7.8% | i | 1.7 | 3.7% | 12.2% | -4.3% | 1.1 | -4.9% | -20.9% | -1.8%
O=C(NCC(=O)N(c1cccnc1)C(C(=O)NC1CCCC1)c1ccccc1)c1ccco1 (stereo not drawn) | -15.0% | i | 0.4 | 3.1% | -2.6% | -9.9% | 1.1 | -2.7% | -14.2% | -0.1%
Cc1cc(N)ccc1-n1c(C)ccc1C | 40.4% | i | 2.0 | 10.0% | 7.4% | -2.0% | 1 | -3.7% | 69.4%* | -0.9%
N#Cc1ccc(C23CC4(C2)[C@H](CN(CC2CCCCC2)[C@@H]4c2ccccc2)C3c2ccccc2)cc1 (stereo partly drawn) | x | i | 3.0 | 6.5% | 5.4% | -2.5% | x | x | x | x
COc1ccc(C)cc1NC(=O)CC(O)(C(F)(F)F)C(F)(F)F | -5.0% | i | 1.1 | -5.2% | -10.4% | 0.9% | 0.9 | -7.9% | -2.9% | -1.5%
O=C(NCCSCc1c(F)cccc1Cl)c1ccco1 | -9.5% | i | 0.9 | 1.2% | -2.0% | -15.3% | 1.1 | -6.5% | -4.7% | -2.7%
COc1cccc(/C=N/NC(=O)c2ccc(OCc3cccc(Br)c3)cc2)c1 | 6.0% | i | 2.7 | 7.1% | 4.5% | -6.4% | 1.1 | -5.8% | 6.2% | -0.7%
O=C(c1ccc(S(=O)(=O)c2ccccc2Cl)c([N+](=O)[O-])c1)N1CCN(Cc2ccccc2)CC1 | 2.4% | u | x | 5.4% | 6.8% | -12.5% | 1 | -8.4% | -0.6% | 2.1%
OC(Cn1nnc2ccccc21)Cn1c(C(F)(F)F)nc2ccccc21 (stereo not drawn) | -5.3% | i | 1.3 | 3.1% | -0.1% | 1.7% | 1 | -1.5% | -7.8% | 2.0%
COCCNC(=O)COc1ccc(Br)cc1Cl | -4.6% | i | 0.5 | -9.3% | -0.6% | -2.7% | 1.1 | -7.0% | -4.8% | -0.6%
Cn1ncc(Cl)c(Oc2ccccc2)c1=O | -2.2% | i | 6.3 | 7.2% | 10.6% | -0.6% | 1.1 | -4.2% | 5.0% | 1.9%
COC(=O)Cc1c(O)ccn(Cc2cccc3ccccc23)c1=O | 0.6% | i | 2.4 | 1.9% | 21.4% | -1.7% | 1 | -5.0% | 1.1% | -3.3%
CCCc1ncc(C(=O)c2ccc(OC)cc2)n1C | 1.2% | i | 0.8 | 2.3% | -7.8% | -6.1% | 1 | -4.7% | -4.5% | 3.8%
OC(CNCc1ccco1)Cn1c2ccccc2c2ccccc21 (stereo not drawn) | 5.2% | i | 0.9 | 9.7% | 10.2% | -5.1% | 1 | 2.0% | 12.4% | -5.0%
COc1cc(OC)c(-c2nc3cnccc3n2C)cc1OC | 14.1% | i | 0.7 | 0.6% | 6.9% | -3.5% | 1.1 | -6.4% | 14.3% | 0.5%
CCN(CC)CCCNC(=O)CN1C(=O)CSc2ccc(S(=O)(=O)N3CCOCC3)cc21 | 2.3% | i | 0.1 | 0.6% | 2.0% | -5.4% | 1.1 | -4.2% | 0.9% | -3.8%
CCN1C(c2ccc(F)cc2)=CS/C1=C(\C#N)c1nnc2n1-c1ccccc1SC2 | 1.7% | i | 1.6 | 1.5% | 12.9% | -2.3% | 1 | -0.7% | -2.1% | 1.6%
CNc1nc2c(Cl)cc(Cl)cc2s1 | x | i | 1.8 | 2.7% | 3.9% | -3.7% | x | x | x | x
COc1ccccc1Nc1nc(N)nc(-c2cc3ccccc3o2)n1 | 22.3% | i | 1.8 | 0.6% | -11.1% | 2.7% | 1.1 | -3.4% | 18.6% | -2.6%
CCCCOC(=O)c1ccc(NC(=O)c2nn(C)cc2Br)cc1 | 13.4% | i | 0.8 | -6.8% | -6.8% | 3.8% | 1 | 0.3% | 11.8% | 0.0%
CCOc1cc(C(=O)OC(C)C(=O)Nc2ncc(Cl)cc2Cl)ccc1OCC(=O)N1CCOCC1 (stereo not drawn) | -8.1% | i | 0.2 | -6.0% | -1.2% | 1.6% | 1.1 | -1.5% | -5.3% | 10.0%
